# Bioassay records from PubChem BioAssay.
# uPA generation – cell surface uPA generation inhibition; cell surface uPA generation assay, qHTS; Potency, µM (doses to about 38.3 µM), for inactives: at the top dose activity change, negative = inhibition, hits mostly inhibitors; actives 0.31% (n = 330,000); AID 540303; active = well fitted inhibition curve with a large enough effect; inconclusive = small, poorly fitted or top-dose-only effect; inactive = no such curve, though single readings can be large or run the other way; tested in mouse RAW 264.7 cells; note: % is set by controls: 0 for no effect and ±100 for the full control effect; nearly all actives have a fitted effect of over 55% in size
# p53 reactivation – restores transcriptional activity of mutant p53. H1299 p53-A138V BP100-luciferase reporter, luminescence, 24 h. Potency, µM (top dose mostly 92.2 µM), for inactives: at the highest dose activity change, positive = activation, most hits filed as activators. actives 0.063% (n = 320,000). AID 504706; note: % of control where 0% means no effect; nearly all actives have a fitted effect of over 45% in size
#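 p53-null H1299 cells stably carrying temperature-sensitive p53-A138V and a BP100-luciferase reporter were pinned with compounds (4-point, 1:5 series) and held 24 hrs at 37 deg C. Luminescence was read 10 min after detection reagent.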
# Rab9 promoter act – activators of Rab9 promoter; Huh7 Rab9 promoter-luciferase reporter, luminescence, 24 h; Potency, µM (highest dose often 9.22 µM), for the others: at the top dose activation, negative = inhibition, actives largely listed as activators; actives 2.8% (n = 320,000); AID 485297; note: % of control where 0% means no effect; nearly all actives have a fitted effect of over 60% in size
#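 Huh7 reporter line, Rab9 promoter upstream of luciferase. Compound exposure 24 h at 37 °C in reduced-serum medium with 10% FBS. Read-out: luminescence.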
# MBNL1-CUG inh – MBNL1-poly(CUG) RNA binding inhibition. AID 2675. actives 0.036% (n = 280,000). Q9NR56. Potency, µM (titrated, usually from 57.5 µM), for inactives: at the highest dose activity change, negative = inhibition, hits mostly inhibitors. TR-FRET MBNL1-His/biotin-(CUG)12 binding, 665/545 ratio; active = well fitted inhibition curve with a large enough effect in the signal ratio, with a control signal flat, not every such curve was filed as active; inconclusive = small, poorly fitted or top-dose-only effect, or effect the other way, or a change in a side signal; inactive = no such curve, though single readings can be large or run the other way; the % refers to the signal ratio; note: % is set by controls: 0 for no effect and ±100 for the full control effect
# Target sequence (Q9NR56 whole entry, looked up): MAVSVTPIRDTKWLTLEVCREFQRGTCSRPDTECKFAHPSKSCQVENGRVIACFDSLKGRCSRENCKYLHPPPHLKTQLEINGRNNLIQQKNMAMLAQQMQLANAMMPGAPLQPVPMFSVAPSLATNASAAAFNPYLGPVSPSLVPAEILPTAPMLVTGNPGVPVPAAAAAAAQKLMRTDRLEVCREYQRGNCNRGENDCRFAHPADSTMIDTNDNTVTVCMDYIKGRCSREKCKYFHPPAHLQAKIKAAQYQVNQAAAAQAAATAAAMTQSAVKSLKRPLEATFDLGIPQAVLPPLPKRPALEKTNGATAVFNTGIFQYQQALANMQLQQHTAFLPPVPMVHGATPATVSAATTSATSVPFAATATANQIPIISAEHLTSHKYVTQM
#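 TR-FRET between His-tagged MBNL1 and biotin-(CUG)12 RNA, detected with Tb anti-His antibody (0.055 ng/ul) and streptavidin-XL665 (5 nM), 60 min at room temperature. Compounds titrated 92 nM to 58 uM; 665/545 nm ratio normalized to buffer and complex controls.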
# FLuc counter – firefly luciferase modulation, counter-screen for miR-21 project; P08659; purified FLuc, Km substrates, luminescence inhibition; actives 6.9% (n = 360,000); Potency, µM (top dose mostly 57.5 µM), for the others: at the top dose activity change, negative = inhibition, usual class: inhibitors;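 note: plate controls were vehicle for no effect and reference inhibitor for full effect; nearly all actives have a fitted effect of over 55% in size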
#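 Purified P. pyralis luciferase, 10 nM final, with Km-level 10 uM D-luciferin and 10 uM ATP in 50 mM Tris acetate pH 7.5, 10 mM Mg acetate, 0.01% Tween-20, 0.05% BSA; 6-point qHTS titration about 60 µM downward; luminescence read.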
# VP16 counter – Gal4-VP16 reporter inhibition counter-screen | Drosophila S2 Gal4-VP16 UAS-luciferase, luminescence, 20 h | Potency, µM (highest dose often 53.6 µM), for the others: at the top dose activity, negative = inhibition, hits mostly inhibitors | actives 3.5% (n = 310,000);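 note: Gal4-VP16 expression switched on by copper sulfate through the metallothionein promoter; % is set by controls: 0 for no effect and ±100 for the full control effect; nearly all actives have a fitted effect of over 50% in size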
# RORgamma inh – inhibitors of mouse ROR gamma transcriptional activity. P51450. Potency, µM (doses to about 53.6 µM), without a hit: at the top dose activity change, negative = inhibition, actives largely listed as inhibitors. actives 5.4% (n = 310,000). Drosophila S2 Gal4-RORgamma UAS-luciferase reporter, 20 h. AID 2551; note: % is set by controls: 0 for no effect and ±100 for the full control effect; nearly all actives have a fitted effect of over 60% in size
# Target sequence (P51450 whole entry, looked up, the tested form may be a part): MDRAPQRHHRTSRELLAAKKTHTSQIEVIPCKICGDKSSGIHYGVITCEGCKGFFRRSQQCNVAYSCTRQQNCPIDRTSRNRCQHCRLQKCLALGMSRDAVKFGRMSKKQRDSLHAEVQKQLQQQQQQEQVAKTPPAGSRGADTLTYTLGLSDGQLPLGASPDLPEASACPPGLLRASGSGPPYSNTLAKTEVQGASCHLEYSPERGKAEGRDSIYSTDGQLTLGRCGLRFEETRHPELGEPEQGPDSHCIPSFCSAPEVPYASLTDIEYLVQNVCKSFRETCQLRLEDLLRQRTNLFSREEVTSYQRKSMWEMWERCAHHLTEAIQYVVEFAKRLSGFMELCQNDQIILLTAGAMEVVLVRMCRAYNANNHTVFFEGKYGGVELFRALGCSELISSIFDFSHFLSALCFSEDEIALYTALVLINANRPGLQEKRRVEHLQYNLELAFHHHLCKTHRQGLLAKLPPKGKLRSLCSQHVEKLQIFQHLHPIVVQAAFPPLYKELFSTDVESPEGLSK
#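 Luminescence from a UAS-regulated Photinus luciferase reporter in stably transfected Drosophila Schneider cells is measured; decreased signal marks ROR gamma inhibition. Fusion expression is induced by 700 uM copper sulfate for 20 hr.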
# ELG1 genotoxic – induces genotoxicity in HEK293T cells with luciferase-tagged ELG1; HEK293T ELG1-luciferase reporter, luminescence, 16 h; Potency, µM (doses to about 46 µM), without a hit: top-dose activity change, positive = activation, hits mostly activators; actives 1.3% (n = 330,000); note: % of control where 0% means no effect; nearly all actives have a fitted effect of over 60% in size
#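 Genotoxic stress is detected as increased luminescence from luciferase-tagged ELG1 in HEK293T cells, measured with ONE-Glo after a 16 hr treatment at 37 °C.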
# BRCA1 expr act – increases BRCA1 expression; MCF7-BRCA1-FFLuc reporter, luminescence, 48 h; response scale: scaled: vehicle 0%, 10 µM genistein 100%; Potency, µM (titrated, usually from 46.1 µM), for the others: at the highest dose activation, actives largely listed as activators; actives 1.1% (n = 380,000); AID 624202; note: nearly all actives have a fitted effect of over 80% in size; some results filed as inactive show a strong effect at the top dose
#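 Activators of BRCA1 expression were detected as increased firefly luciferase luminescence in engineered MCF7 cells after 48 h compound incubation. Signals were scaled to genistein 10 microM as full activation.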
# NPC1 prom act – activators of NPC1 promoter; actives 2.4% (n = 320,000); Potency, µM (titrated, usually from 9.22 µM), for the others: at the top dose activation, most hits filed as activators; AID 485313; Huh7 NPC1 promoter luciferase reporter, 24 h;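 note: % of control where 0% means no effect; nearly all actives have a fitted effect of over 60% in size; reporter is driven by a mutant NPC1 promoter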
#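 Huh7 reporter cells (NPC1 promoter driving luciferase) are dosed with compound for 24 h at 37 °C, 5% CO2; luciferase detection reagent is then added and luminescence measured after 10 min at ambient temperature.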
# The depositor's hits bear a star; ? = inconclusive; . = not tested or not shown; & = joins results of further samples; [ ] = remark or other dose. Unless noted, calls come from the whole dose curve; as a rule, active = well fitted curve in the direction sought with a large enough effect; inconclusive = small, poorly fitted or top-dose-only effect, or another doubt; inactive = no such curve, though single readings can be large; an effect the other way counts as inactive or inconclusive. Potency is the fitted concentration of half-maximal effect.
SMILES,uPA generation,p53 reactivation,Rab9 promoter act,MBNL1-CUG inh,FLuc counter,VP16 counter,RORgamma inh,ELG1 genotoxic,BRCA1 expr act,NPC1 prom act
O=C(NNc1nccc(C(F)(F)F)n1)Nc1cccc(Cl)c1,-16%,-8%,-1%,-2%,-1%,5%,7%,-4%,9%,-2%
COc1ccc(NS(=O)(=O)c2ccc(NC(=O)c3ccc(CN4CCOCC4)cc3)cc2)cc1,-10%,-2%,-3%,0%,5%,3%,14µM*,-7%,-41%,-2%
CCOc1ccc(Nc2nc(Nc3ccc(O)cc3)nc(C)c2[N+](=O)[O-])cc1,1%,6%,2%,-8%,-5%,0%,27%,0%,0%,-4%
CCN1C(=O)[C@@H]2[C@@H](c3ccc(-c4ccc(C(C)=O)cc4)cc3)N3CCC[C@@]3(C(=O)OC)[C@@H]2C1=O,-6%,-2%,-4%,.,4%,.,.,-3%,-7%,0%
CS(=O)(=O)N(CC(=O)Nc1ccc2c(c1)OCO2)c1ccccc1,1%,2%,0%,-7%,3%,-5%,23%,8%,25%,1%
NCCOc1ccccc1-c1ccccc1,1%,-4%,4.5µM*,-7%,6%,-3%,-7%,0%,-22%,-2%
COc1cc(CNC2CCCC2)c(Br)cc1OC1CCCC1,.,8%,-26%,-6%,2%,-5%,17%,-11%,-28%,-2%
Cc1ccc(NC(=O)N/C=C/c2ccco2)cc1,-4%,13%,2.8µM*,0%,?,27%[0.365 µM],-40%,?,27%,2.8µM*
Cc1nnc(-c2cnn(-c3ccccc3)c2N)n1Cc1cccc(C(F)(F)F)c1,.,0%,-5%,-4%,3%,?,?,0%,-30%,3%
O=C(NC1CCCCCC1)c1c(F)c(F)c(F)c(F)c1F,-1%,18%,-3%,-7%,3%,6%,-18%,0%,10%,-1%
O=C1C2C3C=CC(CC3)C2C(=O)N1c1ccc2c(c1)OCO2 (stereo not given),15%,17%,6%,4%,17µM*,-4%,0%,1%,15%,0%
CCOc1ccc(C2C(C(=O)Nc3ccc(F)cc3)=C(C)Nc3nc(CCCO)nn32)cc1 (stereo not given),0%,-2%,5%,-8%,0%,-2%,19%,0%,-6%,0%
CCOC(=O)C1=C(C)NC(=S)NC1c1ccc(OCC(=O)N2CCCCCC2)c(OC)c1 (stereo not given),-1%,1%,1%,5%,1%,-3%,-28%,0%,-11%,-1%
COC(=O)C1=C(C)N(Cc2ccccc2)C(=NCCCCO)N[C@H]1c1ccccc1,-14%,15%,-1%&0%,-4%&0%,3%&-1%,-14%&-8%,-15%&0%,0%,0%,1%&-6%
O=S(=O)(Nc1nc2ccccc2nc1N1CCN(c2ccccc2F)CC1)c1ccc(Cl)cc1,-3%,-2%,3%,15%,0%,-17%,-6%,-15%,-2%[1.84 µM],0%
COc1ccc(OC)c(NC(=O)CNC(c2ccccc2)c2ccccc2)c1,-1%,-1%,-5%[1.84 µM],-10%,-1%,-4%,32%,-7%,-16%,-4%
O=C1N(CC(=O)N2CCc3ccccc32)CCN1Cc1ccccc1Cl,7%,-2%,3%[1.84 µM],7%,-2%,-1%,-3%,-16%,-15%,-1%
CCCOCC1CC2(SC(=Nc3ccc(C)cc3)NC2=O)C(=O)O1 (stereo not given),3%,-7%,1%,-5%,9%,-24%,-38%,-1%,4%,-2%
CC(C)CCNC(=O)c1cc([N+](=O)[O-])ccc1N1CCOCC1,-2%,8%,1%,47%[activator],2%,-7%,-15%,1%,9%,-1%
COc1ccc(Nc2nc(NCCN3CCOCC3)nc(Nc3ccc(OC)cc3)n2)cc1,7%,-9%,1%,-11%,-17%,-3%,-20%,-9%,-32%&8%,1%
COc1cccc(CNC(=O)CC2C(=O)NCCN2Cc2ccoc2)c1OC (stereo not given),-1%,-3%,-10%,3%,4%,5%,-12%,1%,24%,-5%
CCO[C@@H]1OC(C(=O)Nc2ccccc2)=C[C@H](c2ccc3c(c2)OCO3)[C@H]1CCCO,11%,-3%,-4%,-1%,0%,0%,9%,-6%,-5%,-5%
COc1ccc2c(C)cc(SCC(=O)Nc3nsc(-c4ccc(C)cc4)n3)nc2c1,-3%,10%,1%,.,-4%,4%,9%,-1%,0%,3%
CCOC(=O)c1sc(S(C)(=O)=O)c2c1CC(C)(C)C/C2=N/O,-24%,-1%,-1%,6%,2%,-6%,-16%,-6%,-15%,-3%
Cc1cc(C)c2cc(C=O)c(Cl)nc2c1,-9%,11%,-3%,?,-3%,4%,-3%,?,-6%,-2%
# Continuation:
SMILES,uPA generation,p53 reactivation,Rab9 promoter act,MBNL1-CUG inh,FLuc counter,VP16 counter,RORgamma inh,ELG1 genotoxic,BRCA1 expr act,NPC1 prom act
O=C(NC1CCCCCCC1)c1cccc(S(=O)(=O)N2CCOCC2)c1,-7%,3%,13%,.,0%,.,.,0%,14%,15%
O=C(CCCCCN1C(=O)CCC1=O)Nc1ccc(Br)cc1F,11%,-14%,1%,9%,1%,7%,26%,6%,40%,-2%
CCOc1ccc(C2=Nn3c(CC)nnc3SC2)cc1,?,-11%,2%,.,.,.,.,?,-35%,0%
COc1ccc(N2CCN(C(=O)c3ccc(-n4nc(C)cc4C)cc3)CC2)cc1,1%,0%,10%,4%,-6%,-12%,11%,-5%,-24%,1%
CSc1ccc(/C=C(/NC(=O)c2ccccc2)C(=O)NCCN2CCOCC2)cc1,27%,28%,-5%,2%,6%,3%,18%,-1%,-13%,-2%
CCCOc1ccc(C(=O)Nc2ccc(N3CCN(C(=O)c4ccco4)CC3)cc2)cc1,0%,-16%,-4%,-9%,3%,?,?,?,-51%,5%
c1ccc(COc2ccc(Oc3nc(N4CCCCC4)nc(N4CCOCC4)n3)nn2)cc1,0%,-10%,-8%,2%,1%,-12%,-36%,13%,-39%,-3%
Cc1ccc(S(=O)(=O)c2nc(-c3ccc(F)cc3)oc2SCC(N)=O)cc1,-1%,-4%,-4%,9%,1%,-3%,24%,2%,1%,-1%
Nc1nnc(/C=C/c2ccccc2)s1,-5%,5%,?,?,24µM*,-12%,-19%,?,22%,?
Cc1ccc(N2C(N)=C(C#N)C(c3ccsc3)C3=C2CC(C)(C)CC3=O)cc1 (stereo not given),-6%,-6%,-1%,1%,1%,-5%,-11%,-8%,-44%,2%
O=C(O)CCCNS(=O)(=O)c1ccc(F)cc1,1%,25%,0%,-2%,1%,-6%,1%,1%,1%,-6%
COc1ccc(N=Cc2c(O)cc(C)oc2=O)cc1,-7%,?,1%,2%,12µM*,-4%,-23%,6%,21%,-6%
COC(=O)c1ccc(NC(=O)CSC2=Nc3ccccc3C3CC=NN23)cc1 (stereo not given),3%,0%,-1%,-5%,-8%,-2%,-22%,0%,-37%,10%
O=C1OCC/C1=C\c1ccc(O)cc1,-14%,5%,-2%,?,-1%,-15%,?,1%,9%,2%
COc1cccc(Nc2cc(C)c3ccccc3n2)c1,-7%,21%,-3%[1.84 µM],1%,24µM*,-4%,3%,?,?,25%
C=CCNC(=O)C1CC(=O)N(c2ccc(OCC(=O)Nc3ccc(CC)cc3)cc2)C1 (stereo not given),4%,2%,2%,-3%,7%,-4%,2%,8%,0%,3%
Cc1sc2nc(CN3CCCCC3)nc(Cl)c2c1C,-8%,?,0%,-9%,1%,11%,-38%,3%,-1%,-6%
CCN1CCN(S(=O)(=O)c2cc(C(=O)O)ccc2Cl)CC1,-2%,3%,-2%,-8%,1%,5%,1%,0%,-1%,-5%
CCCn1c(=O)c(F)cn(Cc2ccc(OC)c([N+](=O)[O-])c2)c1=O,2%,-4%,6%,19%,1%,-2%,6%,4%,4%,-6%
CCn1cc(Cl)c(C(=O)Nc2ccc(OC)c(OC)c2)n1,-9%,-1%,?,-6%,15µM*,5%[10 µM],?,-7%,67%,26%
O=C(Oc1ccccc1[N+](=O)[O-])c1cccnc1,-7%,-2%,5%,-2%,0%,0%,-12%,1%,-25%,0%
CCCCNC(=O)CSc1nc(Cc2ccccc2)nc2ccccc12,-18%,.,-3%,2%,2%,-1%,?,-3%,-21%,-3%
Cc1cc(C)c2nc(N(CCCN(C)C)C(=O)c3ccc(S(=O)(=O)N4CCCCCC4)cc3)sc2c1,-5%,22%,2%,.,1%,.,.,0%,-84%[inhibitor],2%
O=c1oc(/C=C/c2ccccc2)nc2ccccc12,-17%,-2%,-1%,-2%,-1%,3%,1%,-6%,?,-3%
O=C(CC1(O)C(=O)Nc2cc(Cl)cc(Cl)c21)c1ccncc1 (stereo not given),.,-28%,4%,12%,-2%,-2%,21%,0%,-38%,1%
O=[N+]([O-])c1ccc(NCc2ccc(Cl)cc2)nc1,2%,17%,?,?,15µM*,-10%,44%,?,?,?
COc1ccc(NC(=O)CSc2nnnn2C2CCCC2)cc1,-4%,4%,10%,-3%,-10%,-6%,16%,8%,12%,-1%
Cc1ccc(Nc2cc(=O)[nH]c(=O)[nH]2)c(C)c1,-3%,-4%,0%,-7%,1%,-24%,-2%,-3%,-35%,0%
Brc1ccc(Nc2ncnc3[nH]ncc23)cc1,-19%,3%,-1%,-6%,?,-1%,31%,0%,9%,2%

# An excerpt from above, reduced to RORgamma inh and ELG1 genotoxic:
Structure	RORgamma inh	ELG1 genotoxic
C=CCNC(=O)C1CC(=O)N(c2ccc(OCC(=O)Nc3ccc(CC)cc3)cc2)C1 (stereo not given)	2%	8%
Cc1sc2nc(CN3CCCCC3)nc(Cl)c2c1C	-38%	3%

# An unsorted share of the library; overall some 13% were active at least once.
